From PubChem BioAssay
SIAE primary: inhibitors of human sialic acid acetylesterase SIAE. Q9HAT2. SIAE FP-Rh probe binding, fluorescence polarization. inhibition, % at 9.66 µM. actives 0.69% (n = 370,000);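 active = inhibition above a cutoff: mean of compounds within the control limits plus 3 SD of those, cut at about 17% in these data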;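 also: 0% = plate median of compound wells and 100% = probe without SIAE protein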
rCAG RNA binder: binds r(CAG) RNA repeats. r(CAG) RNA repeat, TO-PRO-1 dye displacement fluorescence. inhibition, % at 3 µM. actives 1.3% (n = 370,000). AID 651821;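 active = inhibition above the plate cutoff, the mean of all test compounds on that plate plus 3 SD, cut at about 35% in these data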;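 also: 0% = DMSO alone and 100% = 100 µM mitoxantrone as full dye displacement; higher means more dye released from RNA so lower well fluorescence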
LEDGF integ inh: blocks HIV-1 LEDGF/p75-dependent DNA integration; AID 743269; TR-FRET IN-LEDGF/p75 DNA integration, Eu/Cy5; actives 0.64% (n = 370,000); inhibition, % at 3.7 µM;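 active = inhibition above the screen-wide mean plus 3 SD, cut at about 13% in these data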;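 also: signal is the Cy5 over europium emission ratio at 671 and 618 nm; 0% = plate median of compound wells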
PRMT1 FP inh: inhibitors of human PRMT1 | Q99873 | recombinant PRMT1, activity-based probe fluorescence polarization | inhibition, % at 2.79 µM | actives 1.3% (n = 370,000) | AID 652257;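 active = inhibition above about 21% made by adding two undisclosed values, limit read from the data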
TCR CD3 inh: inhibitors of human TCR-CD3 interaction. TAMRA-labeled TCR probe fluorescence, biochemical. inhibition, % at 9.4 µM. actives 0.37% (n = 360,000). AID 651800; in the data active = inhibition above about 19%;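 also: recombinant mutant TCR 2C K166C tagged with TAMRA read by polarization; 0% = receptor in buffer alone and 100% = receptor with positive control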
HTRA1 inh: inhibitors of human serine peptidase HTRA1. recombinant HTRA1, FP-rhodamine activity-based probe, fluorescence polarization. actives 0.5% (n = 340,000). inhibition, % at 5.96 µM; in the data active = inhibition above about 36%;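 also: 0% = enzyme with DMSO and 100% = wells lacking enzyme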
MBD2 inh: MBD2-methylated oligo binding inhibition; Q9UBB5; TR-FRET, MBD2 binding to methylated oligonucleotide; inhibition, % at 4.4 µM; actives 0.31% (n = 370,000); AID 686964; in the data active = inhibition above about 13%
Target sequence (Q9UBB5 whole entry, looked up): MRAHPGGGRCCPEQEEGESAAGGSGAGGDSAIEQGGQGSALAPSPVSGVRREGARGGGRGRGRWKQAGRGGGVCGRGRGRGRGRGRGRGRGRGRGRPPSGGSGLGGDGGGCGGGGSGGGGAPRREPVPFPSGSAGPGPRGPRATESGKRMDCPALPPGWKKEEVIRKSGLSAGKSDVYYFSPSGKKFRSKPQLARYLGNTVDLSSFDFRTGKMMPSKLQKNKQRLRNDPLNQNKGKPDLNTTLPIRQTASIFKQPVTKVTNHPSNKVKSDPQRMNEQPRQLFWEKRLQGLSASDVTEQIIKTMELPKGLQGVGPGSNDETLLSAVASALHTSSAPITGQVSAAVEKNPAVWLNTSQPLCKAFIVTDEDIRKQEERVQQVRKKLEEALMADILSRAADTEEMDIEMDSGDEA
ABHD4 inh: inhibits mouse alpha/beta hydrolase domain 4; purified mABHD4, FP-Rh probe fluorescence polarization; inhibition, % at 8.92 µM; actives 0.54% (n = 370,000); AID 720543;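 active = inhibition exceeding the mean over every tested compound plus 3 SD, cut at about 30% in these data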;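 also: 0% = plate median of compound wells and 100% = S159A mutant with DMSO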
Target sequence (Q8VD66 whole entry, looked up, the tested form may be a part): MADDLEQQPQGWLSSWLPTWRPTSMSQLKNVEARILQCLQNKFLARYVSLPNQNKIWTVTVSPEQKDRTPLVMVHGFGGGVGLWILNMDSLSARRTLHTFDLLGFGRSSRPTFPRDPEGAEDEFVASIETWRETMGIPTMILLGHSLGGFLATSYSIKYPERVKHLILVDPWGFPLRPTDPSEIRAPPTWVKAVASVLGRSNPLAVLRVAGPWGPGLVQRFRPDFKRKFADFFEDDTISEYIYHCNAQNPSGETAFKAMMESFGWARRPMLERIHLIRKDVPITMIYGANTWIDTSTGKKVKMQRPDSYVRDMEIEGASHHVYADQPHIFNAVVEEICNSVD
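system = mouse ABHD4 enzyme, wild type | medium = HEPES pH 7.0, NaCl, Pluronic buffer | also added = FP-Rh probe | incubation = Enzyme–compound pre-incubation 45 min, then probe 60 min, both 25 °C | technique = fluorescence polarization, excitation 525 nm, emission 598 nm, BODIPY TMR filters | controls = S159A mutant high control, sample median low control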
GC-B act: GC-B (human) receptor activation; actives 0.11% (n = 370,000); activation, % at 10 µM; P20594; HEK293-GC-B cells, CNP EC30, cGMP TR-FRET; 0% at EC30 CNP, 100% saturating CNP;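 active = activation at 10 µM reaching about 35% in either raw or pattern-adjusted values, limit read from the data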
TDP2 absorb: TDP2 (human) inhibition, absorbance primary screen. O95551. recombinant TDP2, T5PNP hydrolysis, p-nitrophenol absorbance 415 nm. inhibition, % at 12.8 µM. actives 0.34% (n = 370,000);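 active = inhibition above the mean of all tested compounds plus 3 SD, set per campaign, cut at about 25% in these data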;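 also: 0% = DMSO with enzyme and 100% = buffer with substrate but no TDP2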
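Test system: human TDP2 enzyme; Input: 120 nM TDP2 per well; Buffer or medium: Mg2+-containing Tris-HCl buffer, pH 7.5; Reagent: 5 mM T5PNP; Dosing: 12.8 µM single point, 1% DMSO; Incubation: reaction 2 h, 37 °C; Detection: p-Nitrophenol epi absorbance; Read-out: % inhibition relative to enzyme-containing and enzyme-free wells; Replicates: single well per compound.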
* hit, by the source's call; nt = not tested or not shown.

Order of values: SIAE primary	rCAG RNA binder	LEDGF integ inh	PRMT1 FP inh	TCR CD3 inh	HTRA1 inh	MBD2 inh	ABHD4 inh	GC-B act	TDP2 absorb
- CCc1cccc(C)c1NC(=O)Cn1nc(C)n2cccc2c1=O
    -3	-2	-3	2	5	2	1	-1	2	7
- Cc1cc(C)c2c(N)c(C(=O)c3ccccc3)oc2n1
    -5	1	-1	-1	5	-4	-1	-7	-7	6
- Cc1ccnc(NS(=O)(=O)c2ccc(NC(=O)CN3C(=O)CCC3=O)cc2)n1
    4	1	0	-3	10	-4	-3	9	3	-10
- Oc1ccccc1OCCOc1ccccc1OCCOc1ccccc1O
    6	-3	-5	3	-1	-11	1	-13	-3	-9
- Cc1cccc(NC(=O)CC2(CC(=O)O)CCCC2)c1
    -10	1	-1	4	5	0	2	-3	0	21
- Brc1cccc(CNCc2ccncc2)c1
    6	1	3	1	-11	3	-3	-2	-3	-13
- CC(=O)c1cccc(NC(=O)CO/N=C2/CCCc3nonc32)c1
    -3	-1	6	-2	3	1	-1	2	-2	4
- Cc1onc(-c2ccccc2Cl)c1C(=O)Nc1ccccc1N1CCOCC1
    2	-1	2	-1	4	-9	3	-5	-5	1
- O=C(COC(=O)Cc1ccc(S(=O)(=O)N2CCOCC2)s1)Nc1ccc(F)cc1F
    -2	9	-6	3	-10	-5	1	1	2	-2
- COc1ccc(C(=O)N2CCOCC2)cc1Br
    0	0	-1	2	0	7	-1	3	1	8
- O=C(c1n[nH]c2ccccc12)N1CCCCC1
    3	-2	5	-2	0	3	-5	1	-2	-18
- CCCCCC(=O)OCCc1c(C)nc2nc[nH]n2c1=O
    -2	-1	-1	-8	-1	6	-1	-2	1	-11
- Cc1nc(C)c(C(=O)Nc2cccc(Cl)c2)o1
    -5	3	2	1	1	3	4	8	-1	7
- Cc1cc(C)n(-c2nc(-c3ccc(Cl)c(Cl)c3)cs2)n1
    -5	0	2	0	-7	-7	4	5	-5	6
- CCc1nnc(NC(=O)CCn2cnc3ccccc3c2=O)s1
    22*	-4	0	-1	2	nt	0	-7	1	8
- CN(c1ccc(C(=O)N2CCN(c3ccc(F)cc3)CC2)cc1)S(C)(=O)=O
    6	-8	-1	-1	8	0	-4	-3	1	-20
- CC(=O)Nc1ccc(OC(=O)c2ccc(Br)c([N+](=O)[O-])c2)cc1
    4	-1	4	2	3	1	-5	-2	-6	-5
- CN(C)S(=O)(=O)c1ccc(NC(=O)CCNC(=O)c2ccc([N+](=O)[O-])cc2)cc1
    2	0	2	0	2	2	-3	-2	-1	-1
- Cc1cc(C)nc(SCC(=O)NNS(=O)(=O)c2ccc(C#N)cc2)n1
    -3	7	3	10	10	1	3	2	-3	-2
- CCCc1nnc(SCC(=O)N2CCOCC2)n1CC1CCCO1 (stereo not given)
    -3	-1	-2	2	0	-5	-6	7	-1	1
- COC(=O)[C@H](CC(C)C)NC(=O)N1CCCCC1C (stereo not given in full)
    0	-4	-2	-1	17	-2	3	2	4	-8
- O=C(Nc1cccc(NC(=O)c2cccs2)c1)c1ccc(F)cc1
    -12	6	1	0	3	-43	3	-15	0	3
- CC(C)NC(=O)N[C@@H]1C[C@@H]2O[C@@H](CO)CC[C@@H]2O[C@@H]1CCc1ccc(-c2ccc(F)cc2)cc1
    6	3	-4	1	nt	nt	-1	-1	-5	-1
- COc1ccc(N=Cc2cccc(C)c2O)cc1Cl
    4	-1	-3	0	-2	5	3	4	5	7
- COc1cccc(NC(=S)NN2C(C)CCCC2C)c1 (stereo not given)
    6	-8	0	4	2	1	0	14	0	6
- CCC1(C(=O)OC)NC(c2cccc(F)c2)C2C(=O)N(C)C(=O)C21 (stereo not given)
    -4	7	3	1	0	11	-2	4	6	4
- CCN(CC)C(=O)C1=C(C)N(CCCN2CCCC2=O)C(=O)C(CC(=O)NC2CCCCC2)C1 (stereo not given)
    12	-2	-3	2	-7	4	-1	4	-2	-1
- CCNC(=O)NC(=O)COC(=O)CNC(=O)COc1ccccc1
    -1	0	1	0	7	1	-4	2	-5	-1
- Cc1ccc(/C=C2\SC(=S)N(C3CCS(=O)(=O)C3)C2=O)o1 (stereo not given)
    5	24	24*	21	0	14	-4	34*	-1	-3
- COc1ccc(S(=O)(=O)N2CCC(C(=O)N[C@@H](C)C(=O)NCc3ccncc3)CC2)cc1
    -1	2	2	-4	8	3	2	-7	-1	9
- CCOC(=O)CN1C(c2ccc(O)cc2)Nc2ccc(Br)cc2C1c1ccccc1 (stereo not given)
    -4	-2	0	5	-2	-14	1	6	-16	0
- NC(=O)c1cnn2c(-c3cccc(C(F)(F)F)c3)ccnc12
    -2	-1	-1	-2	-4	nt	3	-8	-21	-5
- CC(C)CNC(=O)COC(=O)/C=C/c1ccccc1[N+](=O)[O-]
    2	-4	0	-1	3	-3	6	2	3	-1
- COc1ccc(CN2C(=O)C(CC(=O)NCCN3CCOCC3)CC(C(=O)N3CCCCCC3)=C2C)cc1 (stereo not given)
    0	1	5	-2	11	nt	-4	1	5	6
- COc1ccc(N(C(C)C(=O)NN=C2CCCC2)S(C)(=O)=O)cc1 (stereo not given)
    16	1	0	-2	3	0	1	-3	-2	-6
- COc1ccc(N(C(=O)c2cc3ccccc3oc2=O)C2C=CS(=O)(=O)C2)c(OC)c1 (stereo not given)
    -4	-3	-6	-1	6	0	5	9	-17	-13
- CCC(=O)Nc1ccc(S(=O)(=O)Nc2ccc(Cl)nn2)cc1
    0	2	1	2	3	3	-1	4	-5	4
- CN(c1ccccc1)S(=O)(=O)c1ccc(Cl)c(C(=O)NCC(c2ccco2)N2CCCC2)c1 (stereo not given)
    15	2	1	0	12	-1	-3	3	5	2
- COc1ccc(/C=C/C(=O)c2ccc(O)cc2)cc1CN1CCOCC1
    0	2	1	-1	3	7	-2	7	-2	8
- O=C(Nc1cccnc1)c1cccc(S(=O)(=O)N2CCCC2)c1
    2	-5	0	2	-3	20	5	2	1	2
- CC(=O)C1=C(C)N(CC2CC2)C(=O)N[C@H]1c1ccccc1
    -6	9	-2	1	-7	-3	3	-4	-1	-11
- CN1CCC(=NNC(=O)CN(c2cccc([N+](=O)[O-])c2)S(=O)(=O)c2ccccc2)CC1
    23*	4	5	-6	6	-5	2	-3	-1	-2
- CS(=O)(=O)N(CC(=O)Nc1ccccc1C(=O)NCc1ccco1)c1ccccc1F
    0	-5	2	3	0	-7	0	0	-8	5
- CCN(CC)c1ccc(/C=C(\C#N)C(N)=O)cc1
    1	-6	-4	-7	3	-5	-8	-2	-5	-8
- CC1CCCCN1CC(=O)NC(=O)NCc1ccccc1 (stereo not given)
    1	-3	0	-5	0	-1	-5	1	0	6
- COc1ccc(C2CN=NC2C(=O)c2ccccc2)cc1 (stereo not given)
    3	8	-2	9	-11	-18	2	4	2	0
- Nc1cc(N)nc(SCc2ccccc2Cl)n1
    7	2	1	-2	-2	-3	-3	0	-1	-3
- NC(=O)C1CCN(C(=O)CCSCc2ccc(Cl)c(Cl)c2)CC1
    1	0	5	3	-3	4	-6	-6	-5	-9
- CN1CCN(c2ccc(S(=O)(=O)N3CCCCC3)cc2NC(=O)CSCc2ccccc2)CC1
    11	-5	-1	3	2	-4	-7	-3	-1	11
- COc1cc(NC(=O)c2sc3ncn(CC(=O)N4CCCCC4C)c(=O)c3c2C)cc(OC)c1OC (stereo not given)
    1	3	0	-2	-15	-1	1	2	4	6
- O=C(O)c1ccc2c(c1)N(Cc1cccc(F)c1)C(=O)CS2
    0	4	8	-1	-5	2	-3	-5	1	-13
- O=C(Nc1ccc(Cl)cn1)c1ccc(-c2ccc(Cl)c(Cl)c2)o1
    -3	5	-1	1	-3	-2	9	-11	-8	3
- C/C(=N\O)C(=O)NCc1ccncc1
    2	-2	0	-4	3	1	-3	-6	0	8
- CN1CCN(C(=O)/C(=C/c2ccccc2)c2ccccc2)CC1
    -7	0	0	-3	6	-8	-1	-15	-4	-14
- O=C(Nc1cccc(S(=O)(=O)N2CCCCCC2)c1)c1ccc2c(c1)OCO2
    -42	9	-2	0	8	-37	-7	-26	-3	-1
- COc1ccc(NC(=O)c2ccc(-n3cccn3)nc2)cc1
    -7	-3	-1	-3	0	-8	-1	8	3	-7
- Cc1cc(SCC(=O)NC(=O)c2cccn2C)nc2ccccc12
    -9	0	0	11	-5	0	-5	-5	0	5
- O=C(O)c1ccccc1C(=O)OC1CCCC2CCCC21 (stereo not given)
    -3	2	3	0	9	1	-5	1	-1	4
- COc1ccc(-c2nc(CS(=O)CC(=O)N3CCN(C)CC3)c(C)o2)cc1 (stereo not given)
    -10	-1	3	2	6	1	-1	1	4	9

Complete entries, quoted from the list. Screens in order: SIAE primary, rCAG RNA binder, LEDGF integ inh, PRMT1 FP inh, TCR CD3 inh, HTRA1 inh, MBD2 inh, ABHD4 inh, GC-B act, TDP2 absorb
`COc1ccc(C2CN=NC2C(=O)c2ccccc2)cc1` (stereo not given) is entered as 3, 8, -2, 9, -11, -18, 2, 4, 2, 0
`CN(c1ccccc1)S(=O)(=O)c1ccc(Cl)c(C(=O)NCC(c2ccco2)N2CCCC2)c1` (stereo not given) is entered as 15, 2, 1, 0, 12, -1, -3, 3, 5, 2

These rows are one share of the data. The share of hits here may be higher or lower than overall.
